PhoP GFP inhibition: Inhibition of PhoP regulon, Salmonella typhi GFP reporter cells, confirmation, 4 h (AID 1850); Salmonella Typhi PhoP-promoter GFP reporter, fluorescence, 4 h; higher % means a stronger effect; one-dose inhibition, % at 50 µM; IC50 in µM for titrated hits; 310,000 tested, 0.33% active; in the data active = a potency from the dose series; inconclusive = inhibition mostly from about 25% at the one dose, without a potency; inactive = the rest, 99 in 100 with inhibition below about 19%;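 note: 0% = induced wells with vehicle and 100% = uninduced wells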
M. tuberculosis: growth inhibition of non-replicating M. tuberculosis (AID 488890); Mycobacterium tuberculosis non-replicating, growth inhibition; higher % means a stronger effect; inhibition, % at 25 µM, or IC50 in µM where a hit was titrated; 320,000 tested, 0.39% active; in the data active = a potency from the dose series; inconclusive = inhibition mostly from about 82% at the one dose, without a potency; inactive = the rest, 99 in 100 with inhibition below about 76%;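 note: plate controls were DMSO cells for no effect and high antibiotic wells for full effect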
H1N1 NS1A inhibition: NS1A inhibition, H1N1 influenza, cell based functional assay (AID 504329); NS1A functional cell-based assay, percent inhibition; higher % means a stronger effect; 340,000 tested, 0.3% active; one-dose inhibition, % at 12.5 µM; IC50 in µM for titrated hits; in the data active = a potency from the dose series; inconclusive = inhibition above about 27% without an active follow-up result; note: strong numbers were not always called active
inhibitors of VEEV: inhibitors of VEEV TC-83 cytopathic effect, confirmation, Vero cells (AID 588727). Vero cells, VEEV TC-83 cytopathic effect inhibition; higher % means a stronger effect. inhibition, % at 20 µM; hits with a dose series show IC50 in µM. 350,000 tested, 0.13% active; in the data active = a potency from the dose series; inconclusive = inhibition mostly from about 14% at the one dose, without a potency; inactive = the rest, 99 in 100 with inhibition below about 12%; note: strong numbers were not always called active
H37Rv inhibition: M. tuberculosis growth inhibition, HTS (AID 449762) | M. tuberculosis H37Rv growth inhibition, 7H9 media; higher % means a stronger effect | inhibition, % at 25 µM; hits with a dose series show IC50 in µM | 330,000 tested, 0.59% active; in the data active = a potency from the dose series; inconclusive = inhibition above about 70% without an active follow-up result;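 note: bacterial growth assessed after seven days of incubation; strong numbers were not always called active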
inhibitors of VEEV 10K pilot screen: further read-out of inhibitors of VEEV, marked with its call; inhibition, %; measured here: 10K pilot screen inhibition
Active calls of the source: *.

`COc1ccc(C(CNC(=O)c2cccc(NS(=O)(=O)c3ccccc3)c2)N2CCCC2)cc1` (configuration not stated) gave H1N1 NS1A inhibition -2% and inhibitors of VEEV 1.2%.
COc1ccccc1-c1nnc(SCC(=O)c2c(N)n(C3CC3)c(=O)[nH]c2=O)n1C was read as M. tuberculosis -18%, H1N1 NS1A inhibition -4%, inhibitors of VEEV 2.1% and H37Rv inhibition -7%.
For CCC(=O)OC1CC(C)N(C(=O)c2ccccc2)c2ccc(C)cc21 (configuration not stated) the results were PhoP GFP inhibition 1%, M. tuberculosis 6%, H1N1 NS1A inhibition -2%, inhibitors of VEEV inactive, H37Rv inhibition 8% and inhibitors of VEEV 10K pilot screen 0.9.
`COC(=O)c1ccc2c(c1)C(=O)N(C1CCCCC1)C2=O` gave PhoP GFP inhibition -7%, M. tuberculosis 44%, H1N1 NS1A inhibition -1%, inhibitors of VEEV inactive and H37Rv inhibition 49%.
For COC(=O)CSc1nnc2cc(C)c3ccccc3n12 the results were PhoP GFP inhibition -10%, M. tuberculosis -8%, H1N1 NS1A inhibition 19%, inhibitors of VEEV inactive and H37Rv inhibition -10%.
CCc1ccccc1Nc1nc(-c2cccnc2)cs1 was read as PhoP GFP inhibition -8%, M. tuberculosis 38%, H1N1 NS1A inhibition -11%, inhibitors of VEEV 3.8% and H37Rv inhibition 7%.
For CCOCCCNC(=O)C(Cc1ccccc1)NC(=O)c1ccco1 (configuration not stated) the results were PhoP GFP inhibition 1%, M. tuberculosis 9%, H1N1 NS1A inhibition -1%, inhibitors of VEEV 1.3% and H37Rv inhibition 6%.
For O=C(NC1CC1)C1CCN(S(=O)(=O)c2ccc(Cl)c([N+](=O)[O-])c2)CC1 the results were M. tuberculosis 26%, H1N1 NS1A inhibition -10%, inhibitors of VEEV 3.2% and H37Rv inhibition -1%.
Cc1cc(C)cc(OCC(O)CN2CC(C)OC(C)C2)c1 (configuration not stated) was read as PhoP GFP inhibition 0%, M. tuberculosis -10%, H1N1 NS1A inhibition -2%, inhibitors of VEEV 0.7% and H37Rv inhibition 8%.
COc1cc(NC(=O)CSc2nnc3c(n2)[nH]c2ccc(S(=O)(=O)NC(C)C)cc23)cc(OC)c1OC was read as PhoP GFP inhibition 1%, M. tuberculosis -10%, H1N1 NS1A inhibition -1%, inhibitors of VEEV 0.7% and H37Rv inhibition -1%.
CCCCCCCCCc1nc2sc3c(c2c(=O)n1NC(=O)c1ccc([N+](=O)[O-])cc1)CC(C)(C)OC3 was read as PhoP GFP inhibition -11%, M. tuberculosis 40%, H1N1 NS1A inhibition 1%, inhibitors of VEEV 5.3% and H37Rv inhibition 4%.
`O=C1N(Cc2cccnc2)C[C@@H]2C[C@@H](c3cccc(Oc4ccccc4)c3)N3CCC[C@@]123` gave PhoP GFP inhibition 9%, M. tuberculosis 51%, H1N1 NS1A inhibition 3%, inhibitors of VEEV inactive and H37Rv inhibition -6%.
COc1ccc(-c2n[nH]c(C)c2-c2ccc(Cl)cc2)c(O)c1 was read as PhoP GFP inhibition 7%, M. tuberculosis 36%, H1N1 NS1A inhibition -15%, inhibitors of VEEV 4.3% and H37Rv inhibition inconclusive.
Screening CN1CCN(c2nc(-c3ccccc3)nc(-c3ccc(F)cc3)c2C#N)CC1 returned PhoP GFP inhibition 9%, M. tuberculosis 60%, H1N1 NS1A inhibition 2%, inhibitors of VEEV 5.7% and H37Rv inhibition inconclusive.
Screening CC(=O)Nc1ccc(NC(=O)COC(=O)c2ccccc2SCC(=O)N2CCCC2)cc1 returned PhoP GFP inhibition 6%, M. tuberculosis -3%, H1N1 NS1A inhibition -2%, inhibitors of VEEV 0.2% and H37Rv inhibition 1%.
`O=C1c2cccc3cccc(c23)C(=O)N1c1ccccc1Cl` gave PhoP GFP inhibition -4%, M. tuberculosis -11%, H1N1 NS1A inhibition 21%, inhibitors of VEEV 0.7% and H37Rv inhibition -2%.
Screening O=C(Cc1cccc(NC(=O)C2CCN(C(=O)C3CCCCC3)CC2)c1)Nc1cccc(C(=O)N2CCCCC2)c1 returned H1N1 NS1A inhibition -3% and inhibitors of VEEV 0.6%.
Screening O=C(COC(=O)c1cccc(C(F)(F)F)c1)NCc1ccc(Cl)cc1 returned PhoP GFP inhibition -3%, M. tuberculosis 77%, H1N1 NS1A inhibition -8%, inhibitors of VEEV 1.4% and H37Rv inhibition -2%.
`O=Cc1cnc(N2CCN(Cc3ccccc3)CC2)s1` gave PhoP GFP inhibition -17%, M. tuberculosis 73%, H1N1 NS1A inhibition -8%, inhibitors of VEEV 2.4% and H37Rv inhibition 1%.
CC(C)COc1nc2ccccc2c(=O)n1OCC(=O)O was read as PhoP GFP inhibition -7%, M. tuberculosis 33%, H1N1 NS1A inhibition -4%, inhibitors of VEEV 1.0% and H37Rv inhibition -3%.

Next part (6 carried over from the part before).
Screening CC(=O)Nc1ccc(NC(=O)COC(=O)c2ccccc2SCC(=O)N2CCCC2)cc1 returned PhoP GFP inhibition 6%, M. tuberculosis -3%, H1N1 NS1A inhibition -2%, inhibitors of VEEV 0.2% and H37Rv inhibition 1%.
`O=C1c2cccc3cccc(c23)C(=O)N1c1ccccc1Cl` gave PhoP GFP inhibition -4%, M. tuberculosis -11%, H1N1 NS1A inhibition 21%, inhibitors of VEEV 0.7% and H37Rv inhibition -2%.
Screening O=C(Cc1cccc(NC(=O)C2CCN(C(=O)C3CCCCC3)CC2)c1)Nc1cccc(C(=O)N2CCCCC2)c1 returned H1N1 NS1A inhibition -3% and inhibitors of VEEV 0.6%.
Screening O=C(COC(=O)c1cccc(C(F)(F)F)c1)NCc1ccc(Cl)cc1 returned PhoP GFP inhibition -3%, M. tuberculosis 77%, H1N1 NS1A inhibition -8%, inhibitors of VEEV 1.4% and H37Rv inhibition -2%.
`O=Cc1cnc(N2CCN(Cc3ccccc3)CC2)s1` gave PhoP GFP inhibition -17%, M. tuberculosis 73%, H1N1 NS1A inhibition -8%, inhibitors of VEEV 2.4% and H37Rv inhibition 1%.
CC(C)COc1nc2ccccc2c(=O)n1OCC(=O)O was read as PhoP GFP inhibition -7%, M. tuberculosis 33%, H1N1 NS1A inhibition -4%, inhibitors of VEEV 1.0% and H37Rv inhibition -3%.
`c1cc(-c2ccncc2)ccn1` gave PhoP GFP inhibition 12%, M. tuberculosis 18%, H1N1 NS1A inhibition -2%, inhibitors of VEEV 0.1%, H37Rv inhibition 2% and inhibitors of VEEV 10K pilot screen 1.7.
`O=C1C2CCN(CC2)C1Cc1ccc(OCc2ccccc2)cc1` (configuration not stated) gave PhoP GFP inhibition -1%, M. tuberculosis 31%, H1N1 NS1A inhibition 7%, inhibitors of VEEV 2.2% and H37Rv inhibition 5%.
`CN(CC(=O)NC1CCN(Cc2ccccc2)CC1)S(=O)(=O)c1ccc2c(c1)c(=O)n(C)c(=O)n2C` gave PhoP GFP inhibition 11%, M. tuberculosis -3%, H1N1 NS1A inhibition 0%, inhibitors of VEEV 0.9% and H37Rv inhibition 5%.
For O=C(NCC(c1ccco1)N1CCCC1)c1ccc(S(=O)(=O)Nc2ccccc2Cl)cc1 (configuration not stated) the results were M. tuberculosis 21%, H1N1 NS1A inhibition 11%, inhibitors of VEEV 2.0% and H37Rv inhibition 5%.
CCOC(=O)C1CCN(C(=O)COc2ccc(Br)cc2C)CC1 was read as PhoP GFP inhibition 2%, M. tuberculosis 34%, H1N1 NS1A inhibition -5%, inhibitors of VEEV 0.4% and H37Rv inhibition 1%.
For Cc1ccc(N2CC(C(=O)NC(C)CCc3ccccc3)CC2=O)cc1 (configuration not stated) the results were PhoP GFP inhibition -9%, M. tuberculosis -4%, H1N1 NS1A inhibition -4%, inhibitors of VEEV 7.5% and H37Rv inhibition 0%.
Screening O=S(=O)(c1ccc(NC(=S)NN=C(Cc2ccccc2)Cc2ccccc2)cc1)N1CCOCC1 returned PhoP GFP inhibition 1%, M. tuberculosis 24%, H1N1 NS1A inhibition 16%, inhibitors of VEEV 2.7% and H37Rv inhibition -1%.
`N=C(N)c1ccc(N)cc1` gave PhoP GFP inhibition -1%, M. tuberculosis -5%, H1N1 NS1A inhibition 3%, inhibitors of VEEV 0.3% and H37Rv inhibition -8%.
Cc1c(NC(=O)COC(=O)c2ccc(O)cc2)c(=O)n(-c2ccccc2)n1C was read as M. tuberculosis -13%, H1N1 NS1A inhibition -5%, inhibitors of VEEV 0.7% and H37Rv inhibition -13%.
Screening CCC(=O)NNc1ncnc2c1cnn2C returned PhoP GFP inhibition -6%, M. tuberculosis -4%, H1N1 NS1A inhibition -7%, inhibitors of VEEV 0.6% and H37Rv inhibition 4%.
`CC(=O)N/N=C/c1ccccc1OCCOc1cccc(C)c1` gave PhoP GFP inhibition -3%, M. tuberculosis 39%, H1N1 NS1A inhibition -5%, inhibitors of VEEV 1.0% and H37Rv inhibition 21%.
O=[N+]([O-])c1ccc(N=Nc2ccc(O)cc2O)cc1 was read as PhoP GFP inhibition 16%, M. tuberculosis inconclusive, H1N1 NS1A inhibition -10%, inhibitors of VEEV 0.5% and H37Rv inhibition 21%.
Screening C/C(=N/Nc1ncc(C(F)(F)F)cc1Cl)c1ccncc1 returned PhoP GFP inhibition 2%, M. tuberculosis 23%, inhibitors of VEEV 1.9% and H37Rv inhibition 10%.
Screening COc1ccc(NC(=O)C2CCN(c3nc(C)nc4c3CCC4)CC2)cc1 returned PhoP GFP inhibition 2%, M. tuberculosis 14%, H1N1 NS1A inhibition 1%, inhibitors of VEEV inactive and H37Rv inhibition -12%.
`Cc1cccc2nc(CSc3nncn3-c3ccccc3)cn12` gave PhoP GFP inhibition 2%, M. tuberculosis 78%, H1N1 NS1A inhibition -25%, inhibitors of VEEV 1.2% and H37Rv inhibition 0%.
Screening CN(C)S(=O)(=O)c1ccc(C(=O)Nc2ccc3nc(N4CCOCC4)sc3c2)cc1 returned M. tuberculosis 2%, H1N1 NS1A inhibition 9%, inhibitors of VEEV 0.9% and H37Rv inhibition 0%.
For Cc1cccn2c(=O)c(/C=N/O)c(NCc3ccccc3)nc12 the results were PhoP GFP inhibition 0%, M. tuberculosis -2%, H1N1 NS1A inhibition -8%, inhibitors of VEEV 1.9% and H37Rv inhibition 4%.
Screening COC(=O)CC1COc2ccccc2N1S(=O)(=O)c1ccc(OC)cc1 (configuration not stated) returned PhoP GFP inhibition -4%, M. tuberculosis -14%, H1N1 NS1A inhibition -2%, inhibitors of VEEV inactive and H37Rv inhibition 2%.
`O=C(C=Cc1ccccc1)N1CCCCC1` gave H1N1 NS1A inhibition -21% and inhibitors of VEEV 3.1%.
For COC(=O)c1sccc1NC(=O)CCC1CCCC1 the results were PhoP GFP inhibition 8%, M. tuberculosis inconclusive, H1N1 NS1A inhibition -1%, inhibitors of VEEV inactive and H37Rv inhibition -6%.

Two compounds drawn at random from the list so far, as already listed:
For O=C(NCC(c1ccco1)N1CCCC1)c1ccc(S(=O)(=O)Nc2ccccc2Cl)cc1 (configuration not stated) the results were M. tuberculosis 21%, H1N1 NS1A inhibition 11%, inhibitors of VEEV 2.0% and H37Rv inhibition 5%.
`CC(=O)N/N=C/c1ccccc1OCCOc1cccc(C)c1` gave PhoP GFP inhibition -3%, M. tuberculosis 39%, H1N1 NS1A inhibition -5%, inhibitors of VEEV 1.0% and H37Rv inhibition 21%.

The list continues:
`O=C(CN(Cc1ccccc1)S(=O)(=O)c1ccccc1)N1CCOCC1` gave PhoP GFP inhibition 2%, M. tuberculosis -13%, H1N1 NS1A inhibition -8%, inhibitors of VEEV 0.7% and H37Rv inhibition -4%.
`CS(=O)(=O)N(CC(=O)NCc1ccco1)c1cc(C(F)(F)F)ccc1Cl` gave PhoP GFP inhibition -7%, M. tuberculosis 7%, H1N1 NS1A inhibition 4%, inhibitors of VEEV 0.1% and H37Rv inhibition -5%.
Screening Cc1cc(N2C(=O)C3CC=CCC3C2=O)cc(C)c1Br (configuration not stated) returned PhoP GFP inhibition 8%, M. tuberculosis 10%, H1N1 NS1A inhibition -1%, inhibitors of VEEV 8.9% and H37Rv inhibition 4%.
Cc1ccsc1C(=O)NNC(=O)c1cccc(S(=O)(=O)N2CCCC2)c1 was read as M. tuberculosis -12%, H1N1 NS1A inhibition -11%, inhibitors of VEEV 0.5% and H37Rv inhibition -12%.
Cc1ccc(CNC(=O)Cn2cnc3c(NCc4ccccc4)ncnc32)o1 was read as H1N1 NS1A inhibition 12% and inhibitors of VEEV inactive.
COc1cc(/C(C)=N\NC(=O)CSc2nc3ccccc3n2C)ccc1O was read as PhoP GFP inhibition 6%, M. tuberculosis 9%, H1N1 NS1A inhibition 2%, inhibitors of VEEV 1.9% and H37Rv inhibition 15%.

Screening data: PubChem, Southern Research Specialized Biocontainment Screening Center
